12-LOX inh – blocks human arachidonate 12S-lipoxygenase. P18054. purified 12hLO, xylenol orange hydroperoxide absorbance. Potency, µM (doses to about 108 µM), without a hit: top-dose activity change, negative = inhibition, hits mostly inhibitors. 580,000 tested, 1.1% active; active = well fitted inhibition curve with a large enough effect; inconclusive = small, poorly fitted or top-dose-only effect, or another doubt; inactive = no such curve, though single readings can be large or run the other way
Target sequence (P18054 whole entry, looked up): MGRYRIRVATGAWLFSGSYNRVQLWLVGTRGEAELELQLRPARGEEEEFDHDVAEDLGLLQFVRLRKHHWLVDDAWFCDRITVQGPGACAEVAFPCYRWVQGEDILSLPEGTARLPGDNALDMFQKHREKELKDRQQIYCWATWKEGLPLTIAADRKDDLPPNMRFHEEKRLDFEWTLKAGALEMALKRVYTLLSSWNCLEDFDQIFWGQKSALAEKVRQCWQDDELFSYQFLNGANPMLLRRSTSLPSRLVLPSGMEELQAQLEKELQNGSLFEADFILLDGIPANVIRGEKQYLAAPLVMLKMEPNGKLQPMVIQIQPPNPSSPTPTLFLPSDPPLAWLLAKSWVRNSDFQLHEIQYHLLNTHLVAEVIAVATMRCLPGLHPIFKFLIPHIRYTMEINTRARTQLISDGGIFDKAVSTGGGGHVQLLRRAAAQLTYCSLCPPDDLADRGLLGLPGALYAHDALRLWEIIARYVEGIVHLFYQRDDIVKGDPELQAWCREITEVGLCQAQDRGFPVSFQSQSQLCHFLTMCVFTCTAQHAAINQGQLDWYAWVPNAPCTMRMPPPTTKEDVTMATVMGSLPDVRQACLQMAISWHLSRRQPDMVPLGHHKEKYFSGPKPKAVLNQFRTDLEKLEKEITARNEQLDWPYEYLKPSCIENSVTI
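Purified human 12hLO (150 nM final) in 25 mM Hepes, 0.01% Triton X-100, pH 7.0 was preincubated 15 min at room temperature with compound. Then 40 uM arachidonic acid was added, 30 min. Hydroperoxide was read by Fe-XO absorbance ratio 573/405 nm.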
Numbers without * were called inactive; ? = inconclusive; [ ] = remark or other dose. % is scaled to controls: 0 for no effect and ±100 for the full control effect; potency is read from the fitted curve at half-maximal effect. The list is partial; the hit share may differ from the screen's.

12-LOX inh	compound
53%[activator][176 µM]	COc1ccc(C(=O)N[C@@H]2C=C(C(=O)NCCC(N)=O)C[C@@H](O)[C@@H]2O)cc1
55%[activator]	COCCc1noc([C@@H]2CC(F)(F)CN2C(=O)c2ncccc2F)n1
12%	COCCCNC(=O)[C@@H](Cc1ccccc1)NC(=O)[C@H]1O[C@@H](n2ccc(=O)[nH]c2=O)[C@H](O)[C@@H]1O
14%	COCc1ccc2c(c1)c(OC(C)(C)C(=O)NC1CCC(O)CC1)nn2Cc1cccnc1 (centres undefined)
36%[activator]	COc1ccc(C(=O)N2CCCCCCN(C)C(=O)[C@@H]3CCC[C@@H]32)cn1
1%	Cc1ccccc1S(=O)(=O)N1CCN(C2CCN(CCC(C)C)C2=O)CC1 (centres undefined)
41%[activator]	COCCc1noc([C@@H]2CN(Cc3ccc(F)cc3)C[C@H]2CO)n1
?	CC(C)c1noc([C@@H]2C[C@@H](O)CN2Cc2cc3ccccc3o2)n1
46%[activator]	Cn1cc(C(=O)N2CCCC(c3nnnn3C)C2)cn1 (centres undefined)
-12%[22.9 µM]	CC[C@@H]([C@H](C)O)n1ncn(-c2ccc(N3CCN(c4ccc(OC[C@@H]5CO[C@@](Cn6cncn6)(c6ccc(F)cc6F)C5)cc4)CC3)cc2)c1=O
47%[activator]	CN1CCCCCCN(Cc2ccc3[nH]ccc3c2)[C@H]2CCC[C@H]2C1=O
33%	CCOc1cc(=O)n2c(c1C(=O)Nc1ccccc1C(=O)OC)CCCC2
24%	COCCc1noc([C@@H]2CN(Cc3ccc(C)o3)C[C@H]2CO)n1
46%	COc1ccc(C2=NOC3(CCN([S+](=O)([O-])c4cccc(C(F)(F)F)c4)C3)C2)cc1 (centres undefined)
111%[activator][176 µM]	c1cncc(-c2cc3c(cn2)CN(Cc2ccncc2)CCN3)c1
16%	Cc1nc(C)c(C(=O)N2CCC3(CC2)CC(N(C2CC2)S(C)(=O)=O)CCO3)s1 (centres undefined)
42%[activator]	CCOC(=O)c1[nH]cnc1C(=O)N(CCO)Cc1nccn1C
18%[176 µM]	COCc1ccc2c(c1)c(OC(C)(C)C(=O)N1CC(O)C1)nn2Cc1ccccc1
28%	CCOc1ccc(CN2C[C@@H]3C(=O)N(Cc4ccc5c(c4)OCO5)C(=O)[C@@H]3C2)cc1
13%	Cc1ccc(C)c(-c2cc3c(=O)n(CCNC(=O)c4ccc(N(C)C)cc4)ccn3n2)c1
24%	COCCn1ncc(N2CCC(C(=O)Nc3ccc(N4CCOCC4)cc3)C2)cc1=O (centres undefined)
13%	CN1CCN(Cc2nnc(C(=O)N3CCC[C@@H]3C(c3ccccc3)c3ccccc3)n2-c2ccccc2)CC1
?	COc1ccc(-c2nc3cc(C)ccc3cc2CN2CCCC(C(N)=O)C2)cc1 (centres undefined)
9%	Cc1c(C(=O)NCC(C)(C)N2CCOCC2)cnn1-c1ncc2c(n1)-c1ccccc1CC2
?	Cn1cc(Cc2ccc(C(=O)N3CCOCC3)cn2)c2ccccc21
20%	CCS(=O)(=O)C(C)C(=O)Nc1ccc(OC)c(NC(=O)c2ccco2)c1 (centres undefined)
47%[activator]	COCC1CN(C2CCC2)CC12CCN(C(=O)Cc1cccc(F)c1)CC2 (centres undefined)
?	Cc1ccc2ncccc2c1Cn1ccnc1-c1cc2n(n1)CCCNC2
4%	COCCCNC(=O)c1cnn(-c2ncc3c(n2)-c2ccccc2CCC3)c1C
?	Cc1cccc(C)c1NC(=O)c1nc2ccc([N+](=O)[O-])cc2nc1-c1ccccc1

The listing continues:
12-LOX inh	compound
0%[176 µM]	CC1=C[C@@H](CNC(=O)c2ccccc2)[C@H](C(C)C)C[C@H]1Cc1nc2ccccc2n1C
21%[176 µM]	CCC(CC)C(=O)N1CCC(O)(c2csc(CN3CCc4ccccc4C3)n2)CC1
8%	CN1CCN(CC2(c3nc4c([nH]3)CC(C)(C)CNC4=O)CC2)CC1
15%	NC(=O)COc1ccccc1CN(Cc1ccsc1)CC1CCCO1 (centres undefined)
23%[57.4 µM]	Cc1cnn(C)c1C(=O)Nc1cc(Nc2ccc3c(C=Cc4ccccn4)n[nH]c3c2)ccc1F
28µM*	Cc1ccc(CN[C@@H]2CO[C@H](CNS(=O)(=O)c3ccc(C)cc3)[C@H]2O)cc1
56%[activator][176 µM]	C[C@H](O)c1c(-c2ccc(Cl)cc2)noc1C(=O)NC1CC1
2%	O=C(N[C@@H](Cc1ccccc1)C(O)c1nc2ccccc2[nH]1)c1ccccn1 (some centres undefined)
?	COc1ccc(CN2CCN(c3ncc(C(=O)Nc4ccccc4)o3)C2=O)cc1
0%	COC(=O)N1C[C@H](Oc2cccc3ccccc23)[C@H]2C[C@@H]1c1ccccc1O2
26%	Cc1ccccc1-c1ccc2c(c1)[C@@H]1C[C@H](N(C)CC3CCCCC3)[C@H]([C@H](C)O)CN1CC2
7%	O=C1NCCOCCN(S(=O)(=O)c2cccc3nsnc23)[C@H]2CCC[C@@H]12
5%	CC(C)(Oc1ccc2c(c1)CCC2)C(=O)N[C@H]1CCOC[C@H]1C1CCOCC1
9%	O=C(CN1CCCc2nc(-c3ccncc3)ncc2C1=O)NCc1cc(F)ccc1F
55%[activator]	CC(=O)N1C[C@@H]2CCCN3CCC[C@@H]([C@H]23)[C@H]1CCCC(=O)N1CCN(c2ccccn2)CC1
8%[6.33 µM]	COc1ccccc1C(=O)N1CCC2(CC1)C(=O)Nc1ccccc12
-1%	CCc1nc(C)c(CC(=O)N[C@@H]2CCNC[C@H]2O)c(=O)[nH]1
?	COc1cccc(CN2Cc3nc(-c4ccccc4)ccc3OCC2=O)c1
-2%	COCCNC(=O)[C@@H]1C[C@@H](O)CN1C1CCN(C(=O)c2ccccc2F)CC1
33%[activator]	CN(Cc1ccc2nonc2c1)C(=O)c1cccc(CC2CCNCC2)c1
10%	COc1cc([C@@H]2c3cc4c(cc3[C@H](O)[C@@H](CO)[C@@H]2C(=O)NCC(C)C)OCO4)cc(OC)c1OC
?	CCC1Oc2ccc(NC(=O)c3ccc(OC)c(OC)c3)cc2CN(Cc2ccc(Cl)cc2)C1=O (centres undefined)
0%	O=C(NC1CCCC1)C1CCCN(c2nc(-c3ccccc3)nc3c2CCC3)C1 (centres undefined)
-3%	CN(C)c1cccc(NCc2nc3c(n2Cc2ccccc2)C(=O)N(CCOc2ccccc2)CCN3)c1
10%	CCc1sc(NC(=O)CC[C@H]2NC(=O)c3ccccc3NC2=O)nc1C(=O)OC
?	O=C1CCN(C(=O)c2n[nH]c3ccccc23)CCCC(C(=O)NCc2ccccc2)CCN1 (centres undefined)
94%[activator][176 µM]	C=CCn1cc2c3c(cccc31)[C@H](CC(C)C)N[C@H](C(=O)N1CCN(C)CC1)C2
121%[activator]	CC(C)Cn1cncc1CNC(=O)c1ccc2nc(-c3ccc(F)cc3)cn2c1
43%[activator]	COc1ccc(C(=O)N2C[C@@H](CO)[C@H](c3nc(C)no3)C2)cc1F
91%[activator]	O=C(C[C@H]1NC(=O)c2ccccc2NC1=O)Nc1ccncc1

(list continues)
12-LOX inh	compound
67%[activator]	CC(=O)N1CCCC(CNc2nccc(-c3c(C)nn(C)c3C)n2)C1 (centres undefined)
29%	CCn1ncc(CN2CCCC(C(=O)N3CCN(c4ccccn4)CC3)CCNC(=O)CC2)c1C (centres undefined)
-6%	Cc1nc(NCc2ccc3nsnc3c2)sc1-c1ccn(C)n1
47%[activator]	COc1cccc(N2CCN(C(=O)c3ccc(N4CC5CC(C4)[C@H]4CCCC(=O)N4C5)nc3)CC2)c1 (some centres undefined)
-40%	C#CCNC(=O)C[C@H]1C[C@@]2(C(=O)OC)C(=C[C@H](COCc3ccccc3)O[C@@H]2C)N(CCCCCCCC)C1=O
-22%[176 µM]	O=C1c2cc(N3CCOCC3)nc(-c3ccccc3F)c2CN1CC1CC1
77%[activator]	CCc1cccc(NC(=O)CC2=C3CCCCC3NC2=O)c1 (centres undefined)
-4%	CS(=O)(=O)N1CCc2ccc(C(=O)NCc3ccc(N4CCOCC4)cc3)cc21
10%[176 µM]	CN1C[C@@H](NC(=O)c2ccc(F)cc2)C[C@H]1c1nc(-c2ccccc2)no1
?	CN(C)c1ccc(C(=O)NC[C@H]2O[C@@H](CO)[C@@H](O)[C@H]2N(C)CCc2ccccc2)cc1
-14%	C[C@H]1[C@@H]2[C@@H](O)C([C@H](C)C(=O)NCCN3CCOCC3)CC[C@@]2(C)CC[C@@H]1NC(=O)c1ccccn1 (some centres undefined)
55%[activator][176 µM]	Cc1ccccc1Nc1n[nH]c(C(O)c2ccc3c(c2)CCO3)n1 (centres undefined)
58%[activator][176 µM]	COc1cncc(Nc2cnc3ccc(-c4ccccc4OC)nn23)c1
40%[activator]	COC[C@@H]1CN(C(=O)Cc2ccc(OC)cc2)C[C@H]1c1ccncc1
14%	Cc1ccc(C(=O)N2CCN(c3cc(C(F)(F)F)ncn3)CC2)cc1F
11%	O=C(c1ccoc1)N1CCCCCC1c1nc(-c2cccnc2)no1 (centres undefined)
60%[activator]	CC(=O)N(C1CC1)C1CCOC2(CCN(C(=O)NCc3ccc(F)cc3)CC2)C1 (centres undefined)
-4%[176 µM]	COCCN1C(=O)[C@@H]2C[C@@H](CN2Cc2cccnc2)Oc2ccccc21
-6%	COc1ccc(C[C@H](NC(=O)C2=C[C@@H](NC(=O)Nc3ccccc3Br)[C@@H](O)[C@H](O)C2)C(N)=O)cc1
34%	Cc1ccc(NC(=O)N2CCC(CCNC(=O)C3CCCC3)CC2)cc1
16%	O=C(Cn1cccc1-c1nc(-c2ccccc2)no1)Nc1ccccc1Cl
-12%[57.4 µM]	CC(C)(C)COc1ccc(-n2cc(C(=O)O)cn2)cc1C#N
55%[activator][176 µM]	O=C(N[C@H]1CCN2C(=O)N(c3ccccc3)C(=O)[C@@H]2C1)C1CCCC1
?	CN(Cc1ccccc1)C(=O)C[C@@H]1O[C@H](CNC(=O)C2CC2)[C@@H](O)[C@H]1O
57%[activator][176 µM]	CN1CCOC[C@H]1c1ncc(-c2ccc(F)cc2F)[nH]1
2%	CN1CCC(NC[C@H]2O[C@@H](CO)[C@@H](O)[C@@H]2N(C)Cc2ccccc2)CC1
12%	CCOc1ccc(C(=O)N2CCC3(CC2)CN(c2ncccn2)CC3CO)cc1 (centres undefined)
?	CCC(CO)Nc1cccc2c1S(=O)(=O)N(Cc1cn(Cc3ccc(Cl)cc3)nn1)Cc1ccccc1O2 (centres undefined)
36%	Cc1ccccc1S(=O)(=O)NCCc1noc(-c2cccnc2)n1
4%	Cc1ccc(-n2c(C3CCN(C(=O)c4ccc(F)c(Cl)c4)CC3)n[nH]c2=O)cc1

(further entries)
12-LOX inh	compound
-4%[6.33 µM]	O=C(c1ccccc1F)N1CCC(N2CCOCC2=O)CC1
1%[6.33 µM]	C#CCNC(=O)c1nc(-c2ccc(Cl)cc2Cl)c2ccccn12
8%	O=C(NCc1ccc(F)c(Cl)c1)c1cc2n(n1)CC(c1ccc(Cl)cc1)OC2 (centres undefined)
9%	CCC(=O)N(C1CCOCC1)C1CCN(S(=O)(=O)c2ccc(CC)cc2)CC1
9%[6.33 µM]	O=Cc1cccc(N2CCN(C(=O)Nc3ccccc3)CC2=O)c1
64%[activator]	CNc1nccc(N2CCC(CC(=O)NCCCN3CCC(C)CC3)CC2)n1
?	Oc1cc(-c2nc3ccccc3s2)cc2c1OCCN(Cc1cccn1-c1ccccn1)C2
7%	COc1cc(NC(=O)CN2CCCc3nc(C4CC4)ncc3C2=O)cc(OC)c1
60%[activator]	Cc1ccccc1C(=O)N1CCC2(CC1)OCC(C(=O)N1CCCC1)N2C(=O)c1cccc(F)c1 (centres undefined)
17%	O=C(CC1CCCC1)NC1CCN(C(=O)N2CC3CC(C2)[C@H]2CCCC(=O)N2C3)CC1 (some centres undefined)
-10%	CCOc1ccccc1NC(=O)Cn1c(N2CCN(c3ccccc3)CC2)nc(C)cc1=O
-8%	COc1ccc(C)cc1NC(=O)Cn1ccn2nc(-c3ccccc3)c(CO)c2c1=O
10%	CN1CCN(c2nc3c(c(=O)[nH]2)CCN(Cc2ccc(C(F)(F)F)cc2)CC3)CC1
?	Cc1ccc(CNC(=O)Cn2ccn3nc4c(c3c2=O)CCCCC4)cc1
21%	Cc1noc(C)c1C(=O)N1CC(N(C)Cc2cccnc2)C1
?	CCOC(=O)C1CCN(C(=O)Cc2cccn2-c2cccc(Cl)c2)CC1

Shown as a markdown table: entries from further up.
| compound | 12-LOX inh |
| --- | --- |
| Cc1ccc(-n2c(C3CCN(C(=O)c4ccc(F)c(Cl)c4)CC3)n[nH]c2=O)cc1 | 4% |
| O=C(c1ccccc1F)N1CCC(N2CCOCC2=O)CC1 | -4%[6.33 µM] |
| C#CCNC(=O)c1nc(-c2ccc(Cl)cc2Cl)c2ccccn12 | 1%[6.33 µM] |
| O=C(NCc1ccc(F)c(Cl)c1)c1cc2n(n1)CC(c1ccc(Cl)cc1)OC2 (centres undefined) | 8% |
| CCC(=O)N(C1CCOCC1)C1CCN(S(=O)(=O)c2ccc(CC)cc2)CC1 | 9% |
| O=Cc1cccc(N2CCN(C(=O)Nc3ccccc3)CC2=O)c1 | 9%[6.33 µM] |
| CNc1nccc(N2CCC(CC(=O)NCCCN3CCC(C)CC3)CC2)n1 | 64%[activator] |
| Oc1cc(-c2nc3ccccc3s2)cc2c1OCCN(Cc1cccn1-c1ccccn1)C2 | ? |
| COc1cc(NC(=O)CN2CCCc3nc(C4CC4)ncc3C2=O)cc(OC)c1 | 7% |
| Cc1ccccc1C(=O)N1CCC2(CC1)OCC(C(=O)N1CCCC1)N2C(=O)c1cccc(F)c1 (centres undefined) | 60%[activator] |
| O=C(CC1CCCC1)NC1CCN(C(=O)N2CC3CC(C2)[C@H]2CCCC(=O)N2C3)CC1 (some centres undefined) | 17% |
| CCOc1ccccc1NC(=O)Cn1c(N2CCN(c3ccccc3)CC2)nc(C)cc1=O | -10% |
| COc1ccc(C)cc1NC(=O)Cn1ccn2nc(-c3ccccc3)c(CO)c2c1=O | -8% |
| CN1CCN(c2nc3c(c(=O)[nH]2)CCN(Cc2ccc(C(F)(F)F)cc2)CC3)CC1 | 10% |
